# NPY2 pot ag: human NPY-Y2 potentiation or agonism, primary screen. P49146. cells expressing NPY-Y2, potentiator/agonist read-out. activation, % at 3.6 µM. actives 0.45% (n = 220,000). AID 1359; in the data active = activation above about 27%;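 note: cells stimulated with NPY near EC25 plus isoproterenol at EC100; 0% = vehicle plus submaximal agonist and 100% = vehicle plus saturating agonist; some results beyond the cut were filed as inactive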
# Target sequence (P49146 whole entry, looked up): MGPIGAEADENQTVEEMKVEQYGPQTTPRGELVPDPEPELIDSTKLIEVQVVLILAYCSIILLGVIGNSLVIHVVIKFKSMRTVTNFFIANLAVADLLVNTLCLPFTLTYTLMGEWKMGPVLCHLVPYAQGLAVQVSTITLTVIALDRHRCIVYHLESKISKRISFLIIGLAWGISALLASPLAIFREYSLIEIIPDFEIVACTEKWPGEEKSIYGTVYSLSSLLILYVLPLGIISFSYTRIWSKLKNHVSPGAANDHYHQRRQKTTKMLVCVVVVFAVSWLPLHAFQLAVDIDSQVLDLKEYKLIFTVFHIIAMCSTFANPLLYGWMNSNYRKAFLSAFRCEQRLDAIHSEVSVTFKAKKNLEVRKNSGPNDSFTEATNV
# NPY-Y1 PAM-ag: human NPY-Y1 potentiation or agonism, primary screen. P25929. actives 0.37% (n = 220,000). NPY-Y1 expressing cells, potentiator/agonist activation. activation, % at 3.6 µM; in the data active = activation above about 33%, passing the limit was not always enough;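 note: cells stimulated with NPY at EC10 then isoproterenol at EC100; 0% = low agonist plus stimulus and 100% = saturating agonist plus stimulus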
# S1P4 ag: agonists of human S1P4 receptor; S1P4-expressing cell line, agonist reporter assay; activation, % at 4.98 µM; actives 0.35% (n = 220,000); AID 1509; in the data active = activation above about 11%;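 note: 0% = DMSO vehicle and 100% = reference agonist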
# S1P4 antag: human S1P4 receptor antagonism; O95977; S1P4-expressing cells, antagonist mode, reporter read-out; inhibition, % at 4.98 µM; actives 0.26% (n = 220,000); in the data active = inhibition above about 29%;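 note: 0% = wells stimulated with agonist and 100% = vehicle wells without agonist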
# TRPML3 agonist: human mucolipin-3 channel agonism. actives 0.29% (n = 220,000). activation, % at 3 µM. HEK293 TRPML3-YFP, Fluo-8 calcium fluorescence; 100% = the carbachol control signal. Q8TDD5;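 active = activation above its plate's cutoff, the mean activation of the plate's test wells plus 3 SD, cut at about 12% in these data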;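 note: 0% = DMSO only wells and 100% = carbachol wells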
#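 Test system: TRPML3-YFP stable HEK293 cells. Doses: single point at 3 µM. Incubation: dye loading 1 h 37 °C then 30 min ambient, 125 s read. Signal: Fluo-8 calcium dye fluorescence, ex 470-495, em 515-575 nm. Measure: percent activation from peak-to-basal fluorescence ratio, scaled between DMSO and carbachol.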
# NPY Y1 blocker: NPY-Y1 (human) receptor antagonism. P25929. HEK293-CNG Y1 cells, membrane potential fluorescence; NPY at EC95, then isoproterenol. inhibition, % at 3.6 µM. actives 1% (n = 200,000);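 active = inhibition above the campaign mean inhibition of all tested compounds plus 3 SD, cut at about 20% in these data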;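 note: 0% = DMSO wells given NPY plus isoproterenol and 100% = isoproterenol alone without NPY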
#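 material = HEK293 cells with Y1 receptor plus CNG channel | also added = NPY 25 nM then isoproterenol 1 µM plus Ro 20-1724 25 µM | schedule = dye 3 h, compound 60 min room temperature, stimulation 45 min | measured by = membrane potential fluorescence | benchmarks = high control isoproterenol alone, low control NPY with isoproterenol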
# CHOP inh: CHOP inhibition in unfolded protein response | CHO-K1 CHOP-promoter luciferase, tunicamycin-induced, 15-18 h | inhibition, % at 10 µM | actives 3.8% (n = 220,000);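 active = compounds that reduced the stress-induced luciferase reporter signal by more than about 70% of percent inhibition, limit read from the data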;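 note: 0% = tunicamycin plus vehicle and 100% = wells without tunicamycin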
# TRPN1 ag: zebrafish TRPN1 (NompC) channel agonism; HEK293 zebrafish TRPN1-YFP, Fluo-8 calcium fluorescence; 100% = response to 87 µM carbachol; activation, % at 3 µM; actives 0.18% (n = 220,000);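 active = activation above its plate's cutoff, the mean activation of test wells on that plate plus 3 SD, cut at about 19% in these data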;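 note: 0% = DMSO alone and 100% = 87 µM carbachol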
#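 Control set: carbachol 87 µM as high control, DMSO as low control; system: HEK293 stable line with zebrafish TRPN1-YFP; read-out: % activation versus carbachol response; detection: intracellular calcium fluorescence with Fluo-8; doses: single test compound dose, 3 µM nominal, 0.3% DMSO; schedule: dye 1 h 37 °C plus 30 min RT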
# EP2 modulator: EP2 receptor (human) modulation | P43116 | EP2-expressing cells, cAMP HTRF FRET, PGE2 co-stimulation | induction, % at 25 µM | actives 0.83% (n = 260,000);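 active = compounds whose cAMP rise, as percent of the full-agonist control response, exceeds 60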;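 note: rat C6 glioma line stably carrying human EP2 under a CMV promoter; the protocol text gives 20 µM as final concentration; 100% = response of wells given 1 µM PGE2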
# Target sequence (P43116 whole entry, looked up): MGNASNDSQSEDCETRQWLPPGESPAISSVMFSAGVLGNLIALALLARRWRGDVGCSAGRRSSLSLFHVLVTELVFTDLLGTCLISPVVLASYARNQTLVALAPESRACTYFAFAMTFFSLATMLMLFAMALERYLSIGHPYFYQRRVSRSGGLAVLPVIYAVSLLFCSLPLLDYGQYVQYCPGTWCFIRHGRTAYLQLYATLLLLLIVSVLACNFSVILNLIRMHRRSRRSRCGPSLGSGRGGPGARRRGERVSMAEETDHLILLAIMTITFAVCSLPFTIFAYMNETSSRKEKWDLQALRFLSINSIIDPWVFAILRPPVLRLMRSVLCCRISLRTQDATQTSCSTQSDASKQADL
# * hit, by the source's call; . = no result given; & = joins results of further samples; ! = not active in a repeat. No enrichment for hits; 6.5% or so of the library scored in one or more.
# Second line of a record – NPY2 pot ag, NPY-Y1 PAM-ag, S1P4 ag, S1P4 antag, TRPML3 agonist, NPY Y1 blocker, CHOP inh, TRPN1 ag, EP2 modulator
- CC(=O)Nc1ccc2sc(C)nc2c1
→ 7, 2, 0.0, -9, -0.4, ., 3, -0.6, 8
- COc1cc(C2NC(=O)C(C#N)=C(Nc3cccc(C)c3)S2)ccc1O (configuration not stated)
→ 5&-2, -18&17, 22*!, 12&-9, 0.4&0.5, ., 9&8, -1.5&0.1, -26&14
- COc1ccc(N(CC(=O)NC2CCCCCCC2)S(=O)(=O)c2c(C)nn(C)c2C)cc1
→ 3, -9, -2.6, -28, 0.7, -3, -15, 0.4, -2
- Cc1cc(C(=O)OCC(=O)N2CC(=O)Nc3ccccc32)c(C)n1-c1ccccc1
→ -6, 1, -1.9, -2, -0.1, 4, 36, 0.8, 15
- CCCOC(=O)c1ccc(Oc2c(-c3ccc(OC)cc3O)n[nH]c2C)cc1
→ -1, -22, 0.2, 10, -0.4, 0, 91*, -0.2, 3
- COc1ccc(NC(=S)NNC(=O)CNc2ccc(Cl)cc2)cc1
→ 2, 6, 2.5, 5, 0.3, -1, 31, 0.4, -46
- Fc1ccc(NC(=S)Nc2ccc(F)c(Cl)c2)cc1Cl
→ -19, -4, -1.3, 16, 1.3, 0, 11, 2.9, -31
- c1ccc(-c2ccc(OCCCn3cncn3)cc2)cc1
→ -6, 0, 0.7, -23, 1.8, -9, 5, 0.7, -6
- COc1ccccc1OCC(=O)NCc1cccs1
→ 0, 6, 0.0, 1, 0.2, -3, 9, 0.0, 17
- COC(=O)C1=C(C)Nc2nnnn2C1c1cccnc1 (configuration not stated)
→ 6, -6, 0.4, -11, 0.4, -8, -11, -0.1, 20
- COc1ccc(N=NC2=C(O)CC(C)(C)CC2=O)c(OC)c1
→ -4, -10, -0.5, 7, 0.3, -4, 3, -0.1, 13
- Cn1c(SCC(=O)c2ccccc2)nnc1-c1ccccn1
→ -11, -1, 0.4, -12, 0.3, ., 0, 0.9, 4
- Cc1ccc(OCC(=O)NCc2ccccn2)c(Br)c1
→ 7, 0, -0.2, -11, -0.2, 8, 0, -0.1, -6
- CCCOc1ccc(C(=O)Nc2ccc(Cl)cn2)cc1
→ -10, -11, -2.3, -17, 0.4, 7, -3, -0.9, -4
- O=C(N/N=C/C=C/c1ccco1)c1cccnc1
→ -8, 1, -3.1, 3, 1.1, 9, 35, -1.0, -2
- CC(=O)c1ccc(C#CC(C)(C)O)s1
→ 3, 13, -0.1, 6, 0.1, -7, 7, -0.3, 1
- CSc1ccc(S(=O)(=O)NCc2ccccc2C)cc1
→ 0, 4, 1.0, -12, 0.1, -3, 13, -1.8, 4
- O=C(O)c1cccc(S(=O)(=O)N2CCCC2)c1
→ 17, -7, 1.1, -25, 0.3, 3, 0, 1.8, 21
- CCOc1ccccc1OCCOCCN1CCN(Cc2ccccc2)CC1
→ -6, -3, -0.3, -5, 0.5, 5, 34, -0.9, 26
- CCCc1nc2sc3ccccc3c(=O)c2c(=O)n1Cc1ccc(OC)cc1
→ -10, -20, 0.9, 6, -0.1, ., -4, -0.5, 20

# Complete entries from above. Screens in order: NPY2 pot ag | NPY-Y1 PAM-ag | S1P4 ag | S1P4 antag | TRPML3 agonist | NPY Y1 blocker | CHOP inh | TRPN1 ag | EP2 modulator
# CSc1ccc(S(=O)(=O)NCc2ccccc2C)cc1 is listed with 0 | 4 | 1.0 | -12 | 0.1 | -3 | 13 | -1.8 | 4
# CCCOc1ccc(C(=O)Nc2ccc(Cl)cn2)cc1 is listed with -10 | -11 | -2.3 | -17 | 0.4 | 7 | -3 | -0.9 | -4
# O=C(N/N=C/C=C/c1ccco1)c1cccnc1 is listed with -8 | 1 | -3.1 | 3 | 1.1 | 9 | 35 | -1.0 | -2

# Further structures.
# Second line of a record – NPY2 pot ag, NPY-Y1 PAM-ag, S1P4 ag, S1P4 antag, TRPML3 agonist, NPY Y1 blocker, CHOP inh, TRPN1 ag, EP2 modulator
- O=C(NCC(c1cccnc1)N1CCN(c2ccc(F)cc2)CC1)c1ccccc1 (configuration not stated)
→ -3, 0, -1.8, 0, 0.3, 5, -6, 0.8, 16
- CSc1cccc(NC(=O)CCCOc2ccc(Cl)cc2C)c1
→ 0, -29, -1.5, -2, 1.2, 7, 37, 0.0, -5
- CCOC(=O)c1csc(NC(=O)c2cc3ccccc3o2)n1
→ -21, 4, 0.1, -1, 0.4, ., 14, 5.2, 1
- O=C(N/N=C/c1cc([N+](=O)[O-])ccc1O)c1ccc2c(c1)OCCO2
→ 0, -27, -3.2, 3, 0.2, 10, 29, 0.9, 11
- COc1ccccc1NC(=S)N(c1ccccc1)C(C)C
→ -7, 12, 1.1, -11, 1.1, 7, -12, 0.1, 27
- O=C(Nc1ccccc1-c1nc2ccccc2[nH]1)c1ccc(S(=O)(=O)N2CCCCC2)cc1
→ -12, 8, 1.1, 6, 1.1, -2, 12, 0.8, -24
- Cc1cc2nc(SC(C)C(=O)O)[nH]c2cc1C (configuration not stated)
→ -9, -2, -1.1, 0, 1.1, 3, -31, 0.1, 3&-18
- CCOC(=O)C1CCN(C(=O)NS(=O)(=O)c2ccc(C)cc2)CC1
→ -2, 7, 2.2, -25, 0.8, 6, 4, 1.5, 22
- CC(/C=C/C=C/c1ccccc1)=N\NC(=O)c1cccnc1
→ -8, -1, 2.2, -15, 1.0, -2, -12, 0.4, -33
- CCOC(=O)C1CCCN(C(=O)Cc2c(F)cccc2Cl)C1 (configuration not stated)
→ -11, -39, 0.3, -10, 0.8, 1, -5, -0.6, 0
- CC1CCN(c2nnc(N)s2)CC1
→ -8, 12, -0.4, -26, 0.1, -5, -3, 1.5, 12
- Cc1cc(C)c(NC(=S)N(C)C)cc1C
→ -3, 13, -1.3, -2, 0.6, ., 10, -0.5, -3
- Cc1cc(C)nc(SCc2csc(-c3ccccc3)n2)n1
→ -8, -27, -1.5, -10, -0.6, 5, 54, -2.0, 4
- CCc1[nH]nc(C(=O)N2CCCC(CCC(=O)N3CCN(c4ccccn4)CC3)C2)c1C (configuration not stated)
→ -11, -10, 1.7, -14, 0.4, -2, -2, 0.8, -52
- O=C(CSc1nc2ccccc2c(=O)[nH]1)c1ccc(O)c(O)c1
→ 15, 0, -1.6, -7, 0.0, 4, -15, 0.5, 5
- CC1=C(C(=O)OCc2ccccc2)C(c2cccc([N+](=O)[O-])c2)NC(=O)N1CCCCCC(=O)O (configuration not stated)
→ 11, 7, -0.4, 7, 0.5, -5, 12, 1.1, 34
- O=C(Nc1cccnc1)c1ccc(-c2ccc(Cl)cc2)o1
→ -6, 0, 0.1, -4, 0.8, -2, -7, 2.2, -58
- Cc1ccc(C)c(S(=O)(=O)NCc2ccc(C(=O)N3CCCCC3C)cc2)c1 (configuration not stated)
→ 5, 21, 3.3, -9, 0.0, -6, 9, -0.9, 1
- CN(/N=C/c1ccc(Cl)cc1Cl)c1ncc(Cl)cc1C(F)(F)F
→ 2, -8, 0.5, -21, 1.2, ., 0, 1.6, 9
- CCOc1ccccc1OCCOc1ccc(F)cc1
→ -1, -1, 1.8, -2, -1.4, 6, 8, -2.1, 14

# (list continues)
SMILES,NPY2 pot ag,NPY-Y1 PAM-ag,S1P4 ag,S1P4 antag,TRPML3 agonist,NPY Y1 blocker,CHOP inh,TRPN1 ag,EP2 modulator
O=[N+]([O-])c1ccc(Oc2ccc(C(F)(F)F)cn2)cc1,3,-10,-0.1,-1,-0.2,0,1,-1.3,-10
O=C(c1ccccc1)c1cnc(Nc2ccc(Cl)c(Cl)c2)s1,-6,5,-1.0,5,0.9,4,59,1.6,-25
COc1ccc(Cl)cc1NC(=S)NCCO,-2,0,-1.2,3,-0.2,4,-5,-0.9,5
CSc1nsc(SC)c1C(=O)Nc1ccc(C)cc1,-18,-4,0.9,-19,-1.8,3,9,-1.7,3
COc1ccccc1/C=N/OC(=O)c1ccc(F)cc1,5,3,1.1,-12,-0.6,3,16,-2.2,21
COc1cc(NC(=O)c2ccnn2C)c(OC)cc1Cl,9,5,-0.5,-24,0.3,-4,-4,0.2,-13
CC1CC(C)CN(C(=O)Cn2c(-c3nonc3N)nc3ccccc32)C1 (configuration not stated),-11,-14,2.9,-16,0.6,2,-9,-0.6,-77
Cc1ccc(C)c(C(=O)OCC(=O)Nc2cccc(S(=O)(=O)NC3=NCCCCC3)c2)c1,-4,3,0.7,-15,0.7,4,25,-0.9,-40
O=C(Nc1ccc(S(=O)(=O)N2CCOCC2)cc1)c1ccco1,-7,-18,1.1,-20,0.0,-6,67,0.0,4
C=CCOC(=O)C1=C[C@@H](c2ccc(Br)cc2)C[C@@H](OCc2ccc(CO)cc2)O1,-14,-5,-0.1,7,0.1,1,22,1.3,-14
Cc1cc(C)c(S(=O)(=O)NCC2CCC(C(=O)NCCCN3CCOCC3)CC2)c(C)c1 (configuration not stated),2,-12,-1.2,1,0.4,8,13,1.1,-32
Cc1nn2c(NCCOCCO)c3c(nc2c1-c1ccccc1)CCC3,-8,-20,-0.2,10,-0.5,.,8,-0.9,-14
CCc1nnc(NC(=O)/C=C/c2ccco2)s1,0,-30,0.1,5,0.8,3,6,-1.1,7
COc1ccccc1OCc1csc(N)n1,4,-2,-0.1,-2,0.6,-3,-6,-0.1,7
O=C1CN(C(=O)c2cc(Br)c(Br)s2)c2ccccc2N1,-1,4,0.1,-9,0.3,0,51,2.8,16
Cc1cccc(CCNC(=O)c2nnc(Cc3ccc(Cl)cc3)o2)c1,8,-5,1.4,3,1.0,1,7,-1.1,-47
COc1ccc2c(=O)c(N3C(=O)c4ccccc4C3=O)coc2c1,-13,-20,-3.6,-1,0.5,-1,-12,2.0,22
Cc1cc(NCCOCCO)n2ncc(-c3ccc(Cl)cc3)c2n1,14,28,2.5,2,0.8,-8,28,2.0,-20
CCn1cc(C2=NOC(C(=O)Nc3cccc(C(C)=O)c3)C2)c(C)n1 (configuration not stated),9,-17,3.1,-24,2.5,-10,11,4.8,-6
Cc1cc(NS(=O)(=O)c2ccc(NC(=S)NC(=O)c3cccnc3)cc2)no1,-3,7,0.6,-15,-0.2,-5,4,0.9,-75
COC(=O)c1ccc(COc2cccc(C)c2C)cc1,-14,-17,-0.6,11,0.4,10,-12,0.4,43
COc1ccc(Cn2nnnc2C(c2cc3ccc(OC)cc3[nH]c2=O)N2CCC(C)CC2)cc1 (configuration not stated),-10,-3,-0.1,3,0.4,4,21,-0.8,-20

# Screening results deposited in PubChem BioAssay by several laboratories.
